hERG protect – hERG rescue from dofetilide block, primary screen, cell-based, CHO-hERG, FluxOR thallium flux, dofetilide IC70. actives 0.51% (n = 310,000). dofetilide IC70 present. Voltage-gated inwardly rectifying potassium channel KCNH2 (Homo sapiens), Q12809. activation (rescue from dofetilide block), less the hit threshold, % at 10 µM;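 active = activation above the mean of controls blocked by dofetilide plus 5 SD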;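 note: thallium influx through hERG after potassium depolarization seen as dye fluorescence rise; in these data hits start at about 4.7%; inactives centre near -7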
KCNK3 inh – human KCNK3 channel inhibitors, primary screen, CHO cells, FluxOR thallium flux, B-score; Potassium channel subfamily K member 3 (Homo sapiens), O14649; FluxOR fluorescence; stronger effect = lower value; B-score at 10 µM; actives 0.84% (n = 340,000); AID 602410, 2012;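 active = B-score under library mean minus 4 SD, starting fluorescence ratio at most library mean plus 5 SD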;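 note: more negative B-score means stronger inhibition of thallium flux through KCNK3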
KCNQ1 block – inhibitors of human KCNQ1 channel, primary screen, cell-based, thallium flux, high-throughput. CHO-K1 KCNQ1, FluxOR thallium flux fluorescence; stronger effect = higher value. actives 1.3% (n = 310,000). Potassium voltage-gated channel subfamily KQT member 1 (Homo sapiens), P51787. B-score at 10 µM;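 active = compounds whose thallium flux B-score, printed positive for inhibition, exceeds three library SD while starting fluorescence stays within three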;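 note: channel opened by potassium depolarization with thallium stimulus after 20 min compound exposure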
Target sequence (P51787 whole entry, looked up): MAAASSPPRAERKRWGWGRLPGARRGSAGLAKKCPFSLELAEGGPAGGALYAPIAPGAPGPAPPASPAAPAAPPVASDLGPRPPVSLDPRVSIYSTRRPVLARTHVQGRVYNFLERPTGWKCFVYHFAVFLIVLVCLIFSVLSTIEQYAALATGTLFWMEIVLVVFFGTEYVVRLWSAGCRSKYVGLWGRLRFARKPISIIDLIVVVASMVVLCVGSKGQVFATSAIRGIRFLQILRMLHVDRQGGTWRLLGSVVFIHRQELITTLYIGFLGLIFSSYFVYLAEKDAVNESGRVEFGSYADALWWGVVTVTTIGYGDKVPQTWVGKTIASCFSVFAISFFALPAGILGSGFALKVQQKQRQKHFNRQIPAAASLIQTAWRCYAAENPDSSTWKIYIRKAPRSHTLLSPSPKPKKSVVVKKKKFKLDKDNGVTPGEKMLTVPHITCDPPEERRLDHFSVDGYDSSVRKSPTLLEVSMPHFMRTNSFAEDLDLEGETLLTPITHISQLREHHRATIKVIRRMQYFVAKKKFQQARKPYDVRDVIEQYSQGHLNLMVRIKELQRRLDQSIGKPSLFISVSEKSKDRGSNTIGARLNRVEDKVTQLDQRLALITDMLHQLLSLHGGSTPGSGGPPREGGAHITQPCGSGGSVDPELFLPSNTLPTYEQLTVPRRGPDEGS
TMEM16A act – TMEM16A chloride channel activators or potentiators, primary screen, cell-based, HTS; Anoctamin-1 (Mus musculus), Q8BHY3; HEK293 TMEM16A/YFP-H148Q/I152L, iodide quench fluorescence; stronger effect = lower value; B-score at 10 µM; actives 0.3% (n = 340,000); AID 623877, 2012;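 active = fluorescence-ratio B-score plate-corrected deviation score at least 3 library SD below zero, with starting fluorescence score within 5 deviations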;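 note: channel opened by trigger with iodide after compound preincubation; score built on the fluorescence ratio of max minus min over baseline; more negative score means more quench and so TMEM16A activation or potentiation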
RGS4 pot – RGS4 potentiators or activators, primary screen, cell-based, HEK293 M3R inducible RGS4, calcium flux; actives 0.92% (n = 310,000); B-score at 10 µM; carbachol calcium flux Fluo4; stronger effect = lower value;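 active = B-score of the integrated calcium signal more than 4 SD below the library mean, with starting fluorescence not abnormally high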;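 note: negative B-score means reduced calcium response which marks RGS4 activation or potentiation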
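test system = M3R-expressing HEK293 line, RGS4 induced by doxycycline | probe or stimulus = carbachol at ECmax as muscarinic agonist stimulus | timing = dye loading 30 min 37 °C, buffer rest 30 min RT | signal = calcium dye Fluo4 fluorescence | evaluation = B score from integrated fluorescence ratio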
KCNQ1 act – potentiators or activators of KCNQ1 channel, primary screen, cell-based, thallium flux, high-throughput; AID 2648, 2010; actives 0.35% (n = 310,000); B-score at 10 µM; CHO-K1 KCNQ1, thallium flux FluxOR fluorescence; stronger effect = higher value;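 active = fluorescence ratio B-score, a plate-corrected score, at least three library SD, with initial intensity B-score within 5 SD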
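Assay system: stable KCNQ1 CHO-K1 line; medium: assay buffer, equal DMSO in all wells; timing: 90 min dye loading and 20 min compound exposure, both at room temperature; technique: kinetic FluxOR thallium fluorescence, 10-s 1-Hz baseline, 110-s post-stimulus read; read-out basis: B score of baseline-normalized fluorescence ratio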
MrgX1 ag – agonists of human MrgX1 receptor, primary screen, HEK293 cells, Fluo-4 calcium flux | Mas-related G-protein coupled receptor member X1 (Homo sapiens), Q96LB2 | Fluo-4 calcium fluorescence, agonist mode; stronger effect = higher value | B-score at 10 µM | actives 0.44% (n = 310,000) | AID 588627, 2011;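 active = calcium response B-score plate-corrected fluorescence ratio at least 3 library SD, with starting fluorescence B-score inside 5 SD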
Target sequence (Q96LB2 whole entry, looked up): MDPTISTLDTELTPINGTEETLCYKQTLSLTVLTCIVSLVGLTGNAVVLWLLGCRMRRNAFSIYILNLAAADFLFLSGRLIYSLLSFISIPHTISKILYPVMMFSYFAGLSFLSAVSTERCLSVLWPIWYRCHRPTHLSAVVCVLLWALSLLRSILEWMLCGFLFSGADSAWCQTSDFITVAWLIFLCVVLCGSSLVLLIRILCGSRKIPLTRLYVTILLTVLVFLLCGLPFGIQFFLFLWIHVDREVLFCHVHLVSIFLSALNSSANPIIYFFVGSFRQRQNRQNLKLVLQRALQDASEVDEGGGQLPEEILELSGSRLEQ
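Test system: Stable human MrgX1 HEK293 cell line | Schedule: Overnight plating before 1 h dye loading | Read-out basis: Baseline-normalised fluorescence change ratio, B-scored | Detection: Kinetic calcium dye fluorescence, Fluo-4 NW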
KCNK9 block – KCNK9 potassium channel inhibitors, primary screen, HEK293 cells, thallium flux; actives 1.2% (n = 310,000); Potassium channel subfamily K member 9 (Homo sapiens), Q9NPC2; FluxOR thallium flux fluorescence; stronger effect = lower value; AID 488922, 2010; B-score at 10 µM;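 active = ratio B-score over 3 SD below the library mean, with starting fluorescence within 5 SD of its mean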;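 note: negative B-score means less thallium flux so channel inhibition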
TMEM16A inh – TMEM16A chloride channel inhibitors, primary screen, cell-based, HTS; Anoctamin-1 (Mus musculus), Q8BHY3; HEK293 TMEM16A/YFP iodide influx fluorescence, ionomycin; normalized B-score (activity score, 25-100; higher = stronger inhibition) at 10 µM; actives 1.2% (n = 310,000);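 active = ratio plate-corrected score three or more library SD toward inhibition, starting fluorescence score within five deviations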;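 note: score derived from kinetic fluorescence span divided by baseline fluorescence per well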
MrgX1 allo act – positive allosteric modulators of MrgX1, primary screen, HEK293 cells, Fluo-4 calcium flux; Mas-related G-protein coupled receptor member X1 (Homo sapiens), Q96LB2; actives 0.63% (n = 310,000); FDSS; stronger effect = higher value; B-score at 10 µM;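 active = plate-corrected calcium response at least 3 library SD above typical, normal starting fluorescence, not activating the receptor alone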;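 note: compound read alongside a low EC10 to EC30 dose of BAM8-22 agonist; peak minus trough fluorescence over baseline measured at the second addition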
RGS4 block – RGS4 inhibitors, primary screen, cell-based, HEK293 M3R inducible RGS4, calcium flux | Regulator of G-protein signaling 4 (Homo sapiens), P49798 | actives 0.45% (n = 310,000) | Fluo-4 calcium flux; stronger effect = higher value; triggered by carbachol at its EC20 | B-score at 10 µM;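 active = B-score, a plate-corrected calcium signal, over three deviations above library mean, with baseline fluorescence within five deviations of library mean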;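 note: RGS4 expression induced by doxycycline in cells with stable M3 receptor; B-score is computed from the integrated fluorescence ratio over baseline after carbachol; higher B-score means a larger calcium signal and so more RGS4 inhibition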
* marks the source's active call; other numbers are inactive results; i = inactive; . = no result given.

SMILES | hERG protect | KCNK3 inh | KCNQ1 block | TMEM16A act | RGS4 pot | KCNQ1 act | MrgX1 ag | KCNK9 block | TMEM16A inh | MrgX1 allo act | RGS4 block
CC1(C)CC(=O)CC2(C1)NCC(c1ccccc1)c1c2[nH]c2ccccc12 (centres undefined) | -4 | -9.3* | i | i | i | i | i | -15* | i | i | i
O=C(CSc1nncs1)Nc1ccc(Cl)cn1 | -8 | i | i | i | i | i | i | i | i | i | i
CSC(=NCc1ccc(F)cc1)NS(=O)(=O)c1cccs1 | -3 | i | i | i | i | i | i | i | i | i | i
Cc1ccc(OCC(=O)N/N=C\c2ccc(-c3cccc(C(=O)O)c3)o2)c(C)c1 | -13 | i | i | i | i | i | i | i | i | i | i
Cc1ccc(-n2c(SCC(=O)NCCN3C(=O)CSC3=O)nnc2-c2ccccc2)cc1 | -6 | i | i | i | i | i | i | i | i | i | i
O=C(NCc1cccnc1)c1ccc(S(=O)(=O)Nc2ccccc2)cc1 | -5 | i | i | i | i | i | i | i | i | i | i
CCC(C)c1ccc(OCC(=O)O)cc1 (centres undefined) | -2 | i | i | i | i | i | i | i | i | i | i
COc1ccccc1C1CN(c2ccc(F)cc2F)N=C1c1cccs1 (centres undefined) | -4 | i | i | i | i | i | i | -7.4* | i | i | i
NC(=O)CC(NC(=O)Cc1ccc(Br)cc1)c1ccc(N2CCC(N3CCCCC3)CC2)c([N+](=O)[O-])c1 (centres undefined) | -2 | i | i | i | i | i | i | i | i | i | i
COc1ccc(C2C(=O)N(C3CCCCCC3)CC(=O)N2Cc2ccccc2)cc1OC (centres undefined) | -19 | i | i | i | i | i | i | i | i | i | i
O=P(OC1CCCCC1)(OC1CCCCC1)C(O)c1c(Cl)cccc1Cl (centres undefined) | -17 | i | i | i | i | i | i | i | i | i | i
ON=C1CCN(c2ncc(C(F)(F)F)cc2Cl)CC1 | -7 | i | i | i | i | i | i | i | i | i | i
COc1ccc2ccccc2c1C1CC(=O)N2CN(Cc3ccco3)CSC2=C1C#N (centres undefined) | -6 | i | 7* | i | i | i | i | i | i | i | i
Cc1cc(=O)n(C)c(=O)n1CCCCCCOc1ccc([N+](=O)[O-])cc1 | -12 | . | i | . | i | i | i | i | i | i | i
COc1cc2c(c(OC)c1OC)-c1c(cc3c(c1OC)OCO3)C[C@H](C)[C@@](C)(O)C2 | -9 | i | i | i | i | i | i | i | i | i | i
CC(=O)Nc1ccc(S(=O)(=O)NCc2ccc3c(c2)cc(C)n3C)cc1 | -8 | i | i | i | i | i | i | i | i | i | i
Cc1ccc(-n2ncc(Br)c(Br)c2=O)cc1 | -23 | i | i | i | i | i | . | i | . | . | i
Cn1cc(CNC(=O)C23CC4CC(CC(C4)C2)C3)cn1 | -15 | i | i | i | i | i | i | i | i | i | i
O=C(CC1C(=O)NCCN1C(=O)Nc1ccccc1)Nc1ccc(F)cc1 (centres undefined) | -3 | i | i | i | i | i | i | i | i | i | i
O=C(NNC(=O)c1ccc(-c2ccccc2)cc1)Nc1ccc(F)cc1F | -4 | i | i | i | i | i | i | i | i | i | i
COC(=O)c1ccc(S(=O)(=O)N2CCCN(Cc3ccc(F)cc3)CC2)n1C | 1 | i | i | i | i | i | i | i | i | i | i
C=CCn1c(=O)c2c(nc3n2CCS3)n(C)c1=O | 2 | i | i | i | i | i | i | i | i | i | i
CC1CN(c2ccc([N+](=O)[O-])cc2Cl)CCN1S(C)(=O)=O (centres undefined) | -4 | i | i | i | i | i | i | i | i | i | i
CC1=Nn2c(nnc2-c2ccccn2)SC1 | -10 | i | i | i | i | i | i | i | i | i | i
CC(=O)NC(CC(=O)NNC(=O)c1cccs1)c1ccccc1 (centres undefined) | -14 | i | i | i | i | i | i | i | i | i | i
More results
SMILES | hERG protect | KCNK3 inh | KCNQ1 block | TMEM16A act | RGS4 pot | KCNQ1 act | MrgX1 ag | KCNK9 block | TMEM16A inh | MrgX1 allo act | RGS4 block
CSc1nnc(C)c(=O)n1COC(=O)c1ccccc1 | -8 | i | i | i | i | i | i | i | i | i | i
CCOc1ccccc1-c1nc(CN2CCCC2c2nccs2)c(C)o1 (centres undefined) | -14 | i | i | i | i | i | i | i | i | i | i
COc1ccc2c(c1)c1nc3n(c(=O)c1n2CC(=O)Nc1cc(C)[nH]n1)CCS3 | -12 | . | i | . | i | i | i | i | i | i | i
Cc1ccc(OCCNC(=O)Cc2ccc(F)cc2)cc1 | -10 | i | i | i | i | i | i | i | i | i | i
CC(=O)N1c2ccc(S(=O)(=O)N3CCCC(C(=O)NCc4ccc(Cl)cc4)C3)cc2CC1C (centres undefined) | -8 | i | i | i | i | i | i | i | i | i | i
Cc1ccc(NC(=O)CSC(C)C(=O)OCC(=O)N2CCN(C(=O)c3ccco3)CC2)cc1 (centres undefined) | -17 | i | i | i | i | i | i | i | i | i | i
O=C(Nc1nnc(-c2cccnc2)o1)c1ccccc1Cl | -12 | i | i | i | i | i | i | i | i | i | i
CC1(C)CC2CC(C)(CN2C(=O)c2ccccc2)C1 (centres undefined) | -9 | i | i | i | i | i | i | i | i | i | i
O=C(O)CCC(NC(=O)OCc1ccccc1)C(=O)O (centres undefined) | 4 | i | i | i | i | i | i | i | i | i | i
O=C(O)c1ccc2c(c1)CCC2 | -9 | i | i | i | i | i | i | i | i | i | i
CCCS(=O)(=O)N1CCCC(C(=O)NCCCN(C)Cc2ccccc2)C1 (centres undefined) | -2 | i | i | i | i | i | i | i | i | i | i
Cc1ccn2cc(C(=O)N3CCCC(Nc4ccc(F)cc4)C3)nc2c1 (centres undefined) | 0 | i | i | i | i | i | i | i | i | i | i
O=C(CCc1nc2ccccc2[nH]c1=O)OCC(=O)N1CCc2ccccc21 | -20 | i | i | i | i | i | i | i | i | i | i
Fc1ccc(N2CCN(C(c3cccs3)c3nnnn3C3CCCC3)CC2)cc1 (centres undefined) | -5 | i | i | i | i | i | i | i | i | i | i
Cc1cc(OCC(=O)Nc2ccncc2)ccc1Br | -14 | i | 13* | i | i | i | i | i | 100* | i | i
Cc1nc(SCC(=O)Nc2ccc(C)c(F)c2)c2oc3ccccc3c2n1 | -10 | i | i | i | i | i | i | i | i | i | i
Cc1cccc(C(=O)O/N=C(\N)Cc2cccc3ccccc23)c1 | -4 | i | i | i | i | i | i | i | i | i | i
O=C(Nc1cccc(S(=O)(=O)N2CCCC2)c1)c1cc(-c2ccccn2)nc2ccccc12 | -7 | i | i | i | i | i | i | i | i | i | i
COc1cc(C(=O)NC(=S)Nc2ccccc2[N+](=O)[O-])cc(OC)c1OC | -13 | i | i | i | i | i | i | i | i | i | i
O=C(O)c1oc2ccccc2c1CSCc1ccccc1 | -11 | i | i | i | i | i | i | i | i | i | i
Cc1noc(C)c1S(=O)(=O)N1CCC(C(=O)N2CCN(c3ccc(Cl)cc3)CC2)CC1 | -11 | i | i | i | i | i | i | i | i | i | i
COc1ccc(CCNC(=O)CSc2nc(C)cs2)cc1 | -5 | i | i | i | i | i | i | i | i | i | i
CCOc1ccc(-c2nnc(SCC(=O)N(CC)CC)n2N)cc1 | -13 | i | i | i | i | i | i | i | i | i | i
O=C(NC12CC3CC(CC(C3)C1)C2)N1CCN(c2ccccc2)CC1 | -9 | i | i | i | i | i | i | i | i | i | i
CC1CCCN(C(=O)c2ccc3c(=O)n(C4CCCC4)c(=S)[nH]c3c2)C1 (centres undefined) | -3 | i | i | i | i | i | i | i | i | i | i
Next part.
SMILES | hERG protect | KCNK3 inh | KCNQ1 block | TMEM16A act | RGS4 pot | KCNQ1 act | MrgX1 ag | KCNK9 block | TMEM16A inh | MrgX1 allo act | RGS4 block
CNC(=O)c1c(NC(=O)c2ccc3ncsc3c2)sc(C)c1C | -10 | i | i | i | i | i | . | i | . | . | i
CC(C)CC(=O)N1CCN(c2ccc(NC(=O)c3ccco3)cc2)CC1 | -13 | i | i | i | i | i | i | i | i | i | i
O=C(Nc1ccc(F)cc1)N1CCN(c2nc3ccccc3s2)CC1 | -7 | i | i | i | i | i | i | i | i | i | i
COc1cccc(CN2CCNC(=O)C2CC(=O)NCc2cn3cccc(C)c3n2)c1OC (centres undefined) | -12 | i | i | i | i | i | i | i | i | i | i
O=C(NCc1cccnc1)/C(=N\O)c1ccccc1 | -3 | i | i | i | i | i | i | i | i | i | i
COC(=O)c1ccc(NC(=O)COc2ccc3c(c2)OCO3)cc1 | -11 | i | i | i | i | i | i | i | i | i | i
C=CCn1c(SCC(=O)N(C)C2CCS(=O)(=O)C2)nnc1-c1ccccc1 (centres undefined) | -14 | i | i | i | i | i | i | i | i | i | i
CCOC(=O)CN1C(=O)C(C)(C)Oc2ccc(C(=O)NC(C)(C)CC)cc21 | -5 | i | i | i | i | i | i | i | i | i | i
O=C(NCC(=O)N(CCN1CCOCC1)C(C(=O)NC1CCCC1)c1ccccc1)c1cccs1 (centres undefined) | -13 | i | i | i | i | i | i | i | i | i | i
CCOc1ccc(Nc2ncnc3ccc([N+](=O)[O-])cc23)cc1 | -7 | i | i | i | i | i | i | i | i | i | i
Cc1cccnc1Oc1ncccc1N | -9 | i | i | i | i | i | i | i | i | i | i

Assay outcomes: PubChem, Johns Hopkins Ion Channel Center

This is a random part of the collection; any-hit rate near 6.3%.
